From PubChem BioAssay
M4 ag: human M4 muscarinic receptor agonists, primary screen, CHO-K1 cells, Fluo-8 calcium fluorescence | Muscarinic acetylcholine receptor M4 (Homo sapiens), P08173 | CHO-K1 hM4/Gqi5; vehicle 0%, full acetylcholine response 100% | activation, % at 3 µM | 360,000 compounds, 0.14% hits;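 active = activation above the run mean over all test wells plus 3 SD, cut at about 32% in these data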;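 note: peak over basal fluorescence ratio per well then scaled between controls; 0% = DMSO wells and 100% = acetylcholine at EC100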
Target sequence (P08173 whole entry, looked up): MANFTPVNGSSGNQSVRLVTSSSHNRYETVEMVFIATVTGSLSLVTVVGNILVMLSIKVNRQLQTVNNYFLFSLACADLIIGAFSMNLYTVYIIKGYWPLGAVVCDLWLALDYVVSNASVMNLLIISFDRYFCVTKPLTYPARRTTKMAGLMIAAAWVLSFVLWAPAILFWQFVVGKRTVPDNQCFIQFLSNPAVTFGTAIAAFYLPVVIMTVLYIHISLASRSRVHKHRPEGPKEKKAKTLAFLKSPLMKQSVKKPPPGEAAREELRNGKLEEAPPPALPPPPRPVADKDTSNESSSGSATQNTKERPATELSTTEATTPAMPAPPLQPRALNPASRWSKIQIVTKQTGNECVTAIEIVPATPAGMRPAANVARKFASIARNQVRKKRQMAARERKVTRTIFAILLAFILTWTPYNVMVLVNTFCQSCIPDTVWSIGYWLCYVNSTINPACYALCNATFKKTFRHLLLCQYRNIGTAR
CHRM4 PAM: human M4 muscarinic receptor positive allosteric modulators, primary screen, CHO-K1 cells, Fluo-8 calcium fluorescence. Muscarinic acetylcholine receptor M4 (Homo sapiens), P08173. 360,000 compounds, 0.4% hits. activation, % at 3 µM. AID 624126, 2012. CHO-K1 hM4/Gqi5, ACh EC20; 0% = ACh EC20, 100% = maximal ACh;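 active = activation above its plate's cutoff, the mean activation of sample wells plus 3 SD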; note: some results filed as inactive read as strong as hits
M5 PAM: human M5 muscarinic receptor positive allosteric modulators, primary screen, CHO-K1 cells, Fluo-8 calcium fluorescence; Muscarinic acetylcholine receptor M5 (Homo sapiens), P08912; CHO-K1 hM5, ACh EC20 PAM; 0% = ACh EC20, 100% = ACh EC100; activation, % at 3 µM; 360,000 compounds, 0.3% hits;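 active = activation above the run cutoff, the mean activation of all test compounds plus 3 SD, cut at about 18% in these data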
Target sequence (P08912 whole entry, looked up): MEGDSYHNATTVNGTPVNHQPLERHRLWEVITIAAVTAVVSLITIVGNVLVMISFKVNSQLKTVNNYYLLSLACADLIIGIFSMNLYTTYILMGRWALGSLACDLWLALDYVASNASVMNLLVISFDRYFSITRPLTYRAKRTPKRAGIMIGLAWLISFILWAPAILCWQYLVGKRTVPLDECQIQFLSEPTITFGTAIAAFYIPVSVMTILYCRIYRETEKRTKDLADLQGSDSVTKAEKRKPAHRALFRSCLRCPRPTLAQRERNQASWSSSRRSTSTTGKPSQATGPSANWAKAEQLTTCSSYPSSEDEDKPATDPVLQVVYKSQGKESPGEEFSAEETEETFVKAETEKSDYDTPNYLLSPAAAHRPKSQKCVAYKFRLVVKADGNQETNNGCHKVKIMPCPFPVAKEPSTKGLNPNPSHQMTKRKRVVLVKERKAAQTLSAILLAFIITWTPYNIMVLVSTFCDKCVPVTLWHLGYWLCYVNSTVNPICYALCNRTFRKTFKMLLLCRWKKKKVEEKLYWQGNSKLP
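Assay system: CHO-K1 hM5 cells. Also added: acetylcholine at EC20 concentration, added after compound. Dosing: 3 µM, single dose. Times: compound preincubation 140 s before EC20 acetylcholine addition. Signal: Fluo-8 calcium fluorescence. Measure: % activation relative to EC20 and EC100 ACh responses. Repeats: singlicate, one well per test compound.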
M4 antag: human M4 muscarinic receptor antagonists, primary screen, CHO cells, Fluo-8 calcium fluorescence; AID 624125, 2012; inhibition, % at 3 µM; Muscarinic acetylcholine receptor M4 (Homo sapiens), P08173; 360,000 compounds, 0.73% hits; CHO-hM4 cells, ACh EC80;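 active = inhibition above its plate's cutoff, the mean inhibition of sample wells plus 3 SD, cut at about 27% in these data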;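 note: 0% = acetylcholine EC80 with DMSO and 100% = DMSO without agonist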
CRFBP-R2 agonist: agonists of CRF-BP/CRF-R2 complex, primary screen, cell-based, HEK293, calcium dye fluorescence, uHTS | CRF-binding protein / CRF receptor 2 complex (human) | calcium dye fluorescence (FLIPR); percent of saturating CRF peptide response | activation, % at 13.2 µM | 350,000 compounds, 0.46% hits | AID 588473, 2011;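 active = activation of at least 50%, plus an integration ratio under a set limit after plate pattern correction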;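 note: plate controls were neutral control wells without compound for no effect and CRF at EC100 for full effect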
M5 ag: human M5 muscarinic receptor agonists, primary screen, CHO-K1 cells, Fluo-8 calcium fluorescence; 360,000 compounds, 0.19% hits; AID 624037, 2012; CHO-K1 hM5 cells; 0% DMSO wells, 100% maximal acetylcholine response; activation, % at 3 µM; Muscarinic acetylcholine receptor M5 (Homo sapiens), P08912;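 active = activation above the run's mean over test compounds plus 3 SD, cut at about 23% in these data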;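 note: signal is peak over basal fluorescence ratio across the kinetic read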
IDE inh: human IDE inhibitors in live cells, primary screen, fluorescence polarization, HEK cells, FAbetaB substrate; Insulin-degrading enzyme (Homo sapiens), P14735; FAbetaB cleavage; inhibition, % at 5.59 µM; 320,000 compounds, 0.41% hits;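 active = percent inhibition above the average of all tested compounds plus 3 SD, set per screening campaign, cut at about 16% in these data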;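 note: IDE supplied by intact live HEK cells; FP after avidin binding of uncleaved biotin substrate so inhibition keeps polarization high; 0% = DMSO wells and 100% = 60 µM reference IDE inhibitor Ii1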
M5 antag: human M5 muscarinic receptor antagonists, primary screen, CHO cells, Fluo-8 calcium fluorescence. 360,000 compounds, 0.59% hits. CHO-hM5 cells, ACh EC80. AID 624040, 2012. Muscarinic acetylcholine receptor M5 (Homo sapiens), P08912. inhibition, % at 3 µM;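 active = inhibition above a per-plate cutoff, the mean of that plate's test compounds plus 3 SD, cut at about 27% in these data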;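 note: 0% = acetylcholine EC80 with DMSO and 100% = DMSO without agonist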
CRFBP-R2 block: antagonists of CRF-BP/CRF-R2 complex, primary screen, cell-based, HEK293, calcium dye fluorescence, uHTS. inhibition, % at 11.8 µM. AID 588475, 2011. CRF-induced calcium fluorescence. 350,000 compounds, 0.59% hits;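 active = inhibition of the ligand-induced calcium signal above about 50% at the single tested concentration, limit read from the data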
Active calls of the source: *; . = not tested or not shown; & = joins results of further samples.

Start of the listing, in advance:
Values run as follows: M4 ag	CHRM4 PAM	M5 PAM	M4 antag	CRFBP-R2 agonist	M5 ag	IDE inh	M5 antag	CRFBP-R2 block
> O=C(Nc1cc(C(F)(F)F)ccc1N1CCOCC1)c1c(F)c(F)c(F)c(F)c1F
    2	18	-2	-1	6.2	2	0	1	-8
> CCc1ccc(C(=O)CN2C(=O)NC(C)(CCc3ccccc3)C2=O)cc1 (configuration not stated)
    -2	15	-2	-5	0.4	-4	2	-4	-39
> CCC1CCC(N2CCN(c3cccc(OC)c3)CC2)CC1 (configuration not stated)
    0	-8	8	-2	-0.3	-20	.	0	-10

This part in full, from the first entry:
Values run as follows: M4 ag	CHRM4 PAM	M5 PAM	M4 antag	CRFBP-R2 agonist	M5 ag	IDE inh	M5 antag	CRFBP-R2 block
> O=C(Nc1cc(C(F)(F)F)ccc1N1CCOCC1)c1c(F)c(F)c(F)c(F)c1F
    2	18	-2	-1	6.2	2	0	1	-8
> CCc1ccc(C(=O)CN2C(=O)NC(C)(CCc3ccccc3)C2=O)cc1 (configuration not stated)
    -2	15	-2	-5	0.4	-4	2	-4	-39
> CCC1CCC(N2CCN(c3cccc(OC)c3)CC2)CC1 (configuration not stated)
    0	-8	8	-2	-0.3	-20	.	0	-10
> COc1ccc(NC(=O)CC2C(=O)N(c3ccc(F)cc3)C(=S)N2NC(=O)c2ccccc2)cc1 (configuration not stated)
    1	-1	-2	6	-2.1	-2	3	9	9
> O=C(CCCn1c(=S)[nH]c2cc3c(cc2c1=O)OCO3)N1CCN(c2ncccn2)CC1
    -1	5	1	-6	-0.7	0	2	3	19
> CCCCCCOC(=O)c1ccccc1NC(=O)/C=C/C(=O)O
    0	-4	-2	17	-1.8	-2	4	-1	4
> O=C(C[C@H]1C[C@@H]2c3cc(NC(=O)c4cccnc4)ccc3O[C@@H]2[C@H](CO)O1)NCc1ccncc1
    0	2	-1	-6	-1.6	1	.	0	7
> Cc1ccc(C)n1-c1ccc(N2CCOCC2)nc1
    1	10	0	-7	1.6	-1	3	1	-13
> CN(c1ccccc1C(=O)Nc1ccc(S(=O)(=O)N2CCCCC2)cc1)S(C)(=O)=O
    2	-2	5	6	3.1	-3	3	-3	-22
> CCNC(=S)NNC(=O)C1CCN(Cc2ccccc2)CC1
    0	10	23*	-17	1.4	-11	3	-5	-3

New compounds follow:
Values run as follows: M4 ag	CHRM4 PAM	M5 PAM	M4 antag	CRFBP-R2 agonist	M5 ag	IDE inh	M5 antag	CRFBP-R2 block
> CCCOc1ccc(-c2nn(-c3ccccc3)cc2/C=C2\SC(N)=NC2=O)cc1
    0	0	-3	-2	1.5	2	-1	-1	5
> Cc1ccc2[nH]c(=O)c(N3CCOCC3)c(-c3ccccc3)c2c1
    0	9	2	1	-2.0	2	2	1	-23
> O=C(c1ccccc1)c1ccncc1
    0	0	10	-1	-1.7	-4	9	-5	-11
> CCc1ccc(C(=O)Nc2ccc(S(=O)(=O)Nc3nc(C)cc(C)n3)cc2)o1
    1	18	-8	-1	-0.9	12	-2	23	-1
> COc1ccc(-c2cc(C(=O)Nc3cc(OC)cc(C(=O)Nc4cccc(C(F)(F)F)c4)c3)[nH]n2)cc1
    5&6	-1&-2	-5&-9	-9&8	-0.8&0.5	1&2	12	10&11	3&-11
> Cc1ccc(CN2C(=O)CCC2C(=O)NC(C)C)cc1 (configuration not stated)
    1	16	4	3	-0.3	2	3	-2	2
> O=C(Nc1ccccc1C(=O)Nc1nccs1)c1ccccc1
    16	-7	-16	-2	.	5	.	11	.
> COC(=O)c1cc(C)sc1NC(=O)CN1CCN(C(=O)c2ccco2)CC1
    3	3	2	-2	-0.8	2	1	2	0
> CC1CCN(S(=O)(=O)c2ccc(NC(=O)CN3CCCC(C)C3)cc2)CC1 (configuration not stated)
    1	1	5	2	-1.3	-1	-3	-5	-14
> COc1cccc(C2=NOC(C(=O)Nc3c(C)n(C)n(-c4ccccc4)c3=O)C2)c1 (configuration not stated)
    0	-4	3	0	1.3	1	2	-2	-17

Following part
Values run as follows: M4 ag	CHRM4 PAM	M5 PAM	M4 antag	CRFBP-R2 agonist	M5 ag	IDE inh	M5 antag	CRFBP-R2 block
> Cn1c(=O)c2cc(NC(=O)NCCc3cccs3)ccc2n1Cc1cccc(C(F)(F)F)c1
    8	-9	-7	4	.	5	.	2	.
> CCOc1cc(C(=O)NCc2ccc(F)cc2)ccc1OCC(=O)N1CCCCC1
    2	-1	0	2	-0.6	3	-9	5	0
> Cc1ccccc1OCC(=O)N/N=C1\CC(=O)CC(C)(C)C1
    0	4	-2	2	0.3	-2	1	17	0
> CCCSc1nc2cc(C)c(C)cc2n1CC(C)O (configuration not stated)
    0	0	1	-3	1.8	-5	0	-9	0
> COc1ccc(-c2csc(NS(=O)(=O)c3ccc([N+](=O)[O-])cc3)n2)cc1
    0	-13	-4	2	1.2	-3	-3	-1	30
> O=C(C1=C(O)C(=O)N(CCN2CCOCC2)C1c1ccc(F)cc1)c1cc2ccccc2o1 (configuration not stated)
    1	1	-5	3	-0.6	-4	7	10	9
> COc1ccc2nc(C)cc(SCC(=O)NNC(=O)COc3ccc(C)cc3)c2c1
    0	1	1	6	1.6	0	4	-1	15
> Cc1ccc(C)c(S(=O)(=O)NCc2ccc(C(=O)N3CCC(Cc4ccccc4)CC3)cc2)c1
    1	-16	-3	16	0.7	-2	2	11	17
> CC(C)CNC(=S)N1CCN(c2nc3ccccc3s2)CC1
    16	-7	-4	-7	0.8	7	10	-1	0
> COc1ccc(C(C(=O)NCC2CCCO2)N(Cc2ccccc2)C(=O)CNC(=O)c2ccco2)cc1OC (configuration not stated)
    2	4	3	-20	2.8	-4	3	-4	-3

(further entries)
Values run as follows: M4 ag	CHRM4 PAM	M5 PAM	M4 antag	CRFBP-R2 agonist	M5 ag	IDE inh	M5 antag	CRFBP-R2 block
> O=C1CC(O)(C(F)F)Oc2ccc3ccccc3c21 (configuration not stated)
    0	-1	0	3	-5.4	-6	6	4	-5
> COc1ccccc1C(c1nnnn1C(C)C)N1CCN(C(=O)c2ccco2)CC1 (configuration not stated)
    0	-2	1	6	-1.4	-2	0	3	-10
> COc1ccc(-c2noc(CSc3nc4ccccc4c(=O)n3-c3ccccc3)n2)cc1OC
    0	4	-1	4	3.0	-2	3	-2	-14
> CN(C)C(=O)COc1ccc(C(=O)/C=C/c2cccnc2)cc1
    2	-1	-4	-3	-1.4	-2	-3	22	7
> O=C(O)Cn1c(=O)cnc2ccccc21
    2	6	0	27*	0.2	-3	-3	11	10
> CCOC(=O)NCc1ccc(CNC(=O)OCC)cc1
    0	2	1	5	1.2	-2	1	1	11
> O=C(OCC(=O)N1CCCCCC1)c1cccs1
    1	-4	-8	10	4.9	-3	4	9	-21
> CCOC(=O)[C@]12CCC=C1N(Cc1ccco1)C(=O)[C@H](CC(=O)NCCCCc1ccccc1)C2
    -1	4	-3	-4	.	-1	.	2	.
> O=C(/C=C/c1ccc2ccccc2n1)N1CCN(c2ccccc2)CC1
    3	-4	1	5	0.1	-1	-3	-5	75*
> CS(=O)(=O)c1ncc(CO)n1Cc1ccccc1
    0	2	5	-3	0.5	2	2	-6	-3

Other compounds
Values run as follows: M4 ag	CHRM4 PAM	M5 PAM	M4 antag	CRFBP-R2 agonist	M5 ag	IDE inh	M5 antag	CRFBP-R2 block
> COc1ccccc1C(=O)N1CCN(C(=O)[C@H]2O[C@@H](n3ccc(N)nc3=O)[C@H](O)[C@@H]2O)CC1
    1	1	-9	1	.	2	.	9	.
> O=C(C(=O)N1CCN(c2cccc(Cl)c2)CC1)c1cn(CC(=O)N2CCOCC2)c2ccccc12
    2	-10	-4	-8	-0.4	-3	-3	3	-5
> Cn1ccc2c(-c3ccc(CO)cc3)cc3c(c21)C1CCC3O1 (configuration not stated)
    -4	2	1	-3	.	-5	.	-2	.
> CC(=O)C1(O)C(C)CC2C3CC=C4CC(O)CCC4(C)C3CCC21C (configuration not stated)
    15	-5	-17	4	-2.1	6	.	2	18
> CC1(c2nnc(-c3ccc(Cl)cc3)o2)CC(c2cccnc2)=NO1 (configuration not stated)
    2	17	2	10	-0.6	0	-2	12	-4
> Cc1ccc(Cn2c(C(C)Nc3nc(-c4ccc(F)cc4)cs3)nc3cc(C(=O)NCCCO)ccc32)cc1 (configuration not stated)
    0	12	-2	13	0.4	-3	1	6	-1
> Cc1ccc(NC(=O)CSCC(=O)NC2=NCCS2)cc1
    0	1	-4	-2	1.3	4	0	5	3
> CC(=O)C1=C(O)C(=O)N(CCc2c[nH]c3ccccc23)C1c1ccc(C)cc1 (configuration not stated)
    0	0	-1	4	0.3	2	2	4	-5
> COc1ccc(-c2cc(=O)oc3c(C)c(OC(C)C(C)=O)ccc23)cc1 (configuration not stated)
    3	-2	-6	-20	-2.8	-1	-3	-3	1
> O=C(Nc1cc(C(F)(F)F)ccc1-n1cncn1)c1ccc(Cl)cc1
    0	4	1	-9	-1.7	-4	6	-2	82*

The listing continues.
Values run as follows: M4 ag	CHRM4 PAM	M5 PAM	M4 antag	CRFBP-R2 agonist	M5 ag	IDE inh	M5 antag	CRFBP-R2 block
> COc1ccc(NC(=O)N2CCNC(=O)C2CC(=O)Nc2ccc(F)cc2)cc1 (configuration not stated)
    0	-1	-5	-2	-5.6	-3	12	11	7
> O=C(Nc1nccs1)C1CCN(S(=O)(=O)c2cccs2)CC1
    2	-2	0	5	-1.1	5	2	6	0
> CC(c1nnc(SCC(=O)Nc2cccnc2Cl)n1Cc1ccccc1)N(C)C (configuration not stated)
    0	2	5	0	0.8	-2	-4	4	-20
> Cc1ncc(CN2CCCC(CCC(=O)NCc3ccccc3F)C2)s1 (configuration not stated)
    0	2	11	-16	-0.1	-6	2	-7	-13
> CSCCC(NC(=O)COc1ccccc1)C(=O)NCC1COc2ccccc2O1 (configuration not stated)
    6	-3	-2	-15	-0.9	0	-1	-9	-25

As a short view, some entries already given:
Values run as follows: M4 ag	CHRM4 PAM	M5 PAM	M4 antag	CRFBP-R2 agonist	M5 ag	IDE inh	M5 antag	CRFBP-R2 block
> COc1ccc(-c2noc(CSc3nc4ccccc4c(=O)n3-c3ccccc3)n2)cc1OC
    0	4	-1	4	3.0	-2	3	-2	-14
> CN(C)C(=O)COc1ccc(C(=O)/C=C/c2cccnc2)cc1
    2	-1	-4	-3	-1.4	-2	-3	22	7
> O=C(O)Cn1c(=O)cnc2ccccc21
    2	6	0	27*	0.2	-3	-3	11	10
> CCOC(=O)NCc1ccc(CNC(=O)OCC)cc1
    0	2	1	5	1.2	-2	1	1	11
> O=C(OCC(=O)N1CCCCCC1)c1cccs1
    1	-4	-8	10	4.9	-3	4	9	-21
> CCOC(=O)[C@]12CCC=C1N(Cc1ccco1)C(=O)[C@H](CC(=O)NCCCCc1ccccc1)C2
    -1	4	-3	-4	.	-1	.	2	.
